bovine MsrA act – activates bovine MsrA enzyme | purified bovine MsrA, absorbance read-out | activation, % at 10.6 µM | 360,000 compounds, 0.3% hits | AID 602163; in the data active means activation above about 7.5%;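 further: 0% = vehicle and 100% = reference activator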
MsrA inh – bovine MsrA inhibition | purified bovine MsrA, absorbance read-out | AID 651718 | 360,000 compounds, 0.75% hits | inhibition, % at 15.5 µM; in the data active means inhibition above about 4.5%;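 further: 0% = vehicle wells with enzyme and 100% = reference inhibitor wells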
Neddyl block – blocks human cullin neddylation. TR-FRET cullin neddylation, biochemical. P61081+Q13564. calls only at 25 µM. 360,000 compounds, 0.58% hits; in the data active means inhibition above about 36%
CSN deneddyl inh – blocks human CSN-mediated cullin deneddylation; inhibition, % at 12.5 µM; 360,000 compounds, 0.38% hits; Q92905; Purified CSN, SCF-Nedd8-OG deneddylation, fluorescence polarization;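 active means pattern-corrected inhibition above about 35%, with an unprinted fluorescence ratio check between 0.5 and 1.5, limit read from the data, passing the limit was not always enough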;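 further: 0% = enzyme with substrate and 100% = substrate without enzyme; some results filed as inactive read as strong as hits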
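Material: human Csn5 produced in HEK293T cells; Input: enzyme 0.24 nM; Reagent: SCFSkp2-Nedd8OG substrate at 10 nM final; Dosing: 12.5 µM compound; Incubation: 90 min reaction at room temperature; Detection: fluorescence polarization of the substrate; Evaluation: % inhibition of substrate cleavage by Csn5; Control set: substrate-only high control, full reaction low control.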
E coli Lon inh – inhibitors of E. coli Lon protease | P0A9M0 | inhibition, % at 7.94 µM | purified E. coli Lon protease, fluorescence polarization | 360,000 compounds, 0.42% hits; in the data active means inhibition above about 13%, passing the limit was not always enough;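 further: 0% = enzyme with probe and DMSO and 100% = no enzyme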
Rin1 Abl inh – blocks binding of human Rin1 to Abl; TR-FRET Rin1/Abl binding, biochemical; inhibition, % at 7.35 µM; 360,000 compounds, 0.4% hits; AID 588664; in the data active means inhibition above about 5%, passing the limit was not always enough
FAS TE block – inhibitors of human fatty acid synthase thioesterase domain | AID 602261 | recombinant FAS-TE, OMFH fluorogenic substrate, fluorescence endpoint | 360,000 compounds, 0.67% hits | inhibition, % at 15 µM;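 active means compounds whose normalised, plate-corrected inhibition of enzyme fluorescence in the single-dose primary screen is 50% or more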;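 further: 0% = DMSO with enzyme and 100% = substrate without enzyme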
Target sequence (P49327 whole entry, looked up, the tested form may be a part): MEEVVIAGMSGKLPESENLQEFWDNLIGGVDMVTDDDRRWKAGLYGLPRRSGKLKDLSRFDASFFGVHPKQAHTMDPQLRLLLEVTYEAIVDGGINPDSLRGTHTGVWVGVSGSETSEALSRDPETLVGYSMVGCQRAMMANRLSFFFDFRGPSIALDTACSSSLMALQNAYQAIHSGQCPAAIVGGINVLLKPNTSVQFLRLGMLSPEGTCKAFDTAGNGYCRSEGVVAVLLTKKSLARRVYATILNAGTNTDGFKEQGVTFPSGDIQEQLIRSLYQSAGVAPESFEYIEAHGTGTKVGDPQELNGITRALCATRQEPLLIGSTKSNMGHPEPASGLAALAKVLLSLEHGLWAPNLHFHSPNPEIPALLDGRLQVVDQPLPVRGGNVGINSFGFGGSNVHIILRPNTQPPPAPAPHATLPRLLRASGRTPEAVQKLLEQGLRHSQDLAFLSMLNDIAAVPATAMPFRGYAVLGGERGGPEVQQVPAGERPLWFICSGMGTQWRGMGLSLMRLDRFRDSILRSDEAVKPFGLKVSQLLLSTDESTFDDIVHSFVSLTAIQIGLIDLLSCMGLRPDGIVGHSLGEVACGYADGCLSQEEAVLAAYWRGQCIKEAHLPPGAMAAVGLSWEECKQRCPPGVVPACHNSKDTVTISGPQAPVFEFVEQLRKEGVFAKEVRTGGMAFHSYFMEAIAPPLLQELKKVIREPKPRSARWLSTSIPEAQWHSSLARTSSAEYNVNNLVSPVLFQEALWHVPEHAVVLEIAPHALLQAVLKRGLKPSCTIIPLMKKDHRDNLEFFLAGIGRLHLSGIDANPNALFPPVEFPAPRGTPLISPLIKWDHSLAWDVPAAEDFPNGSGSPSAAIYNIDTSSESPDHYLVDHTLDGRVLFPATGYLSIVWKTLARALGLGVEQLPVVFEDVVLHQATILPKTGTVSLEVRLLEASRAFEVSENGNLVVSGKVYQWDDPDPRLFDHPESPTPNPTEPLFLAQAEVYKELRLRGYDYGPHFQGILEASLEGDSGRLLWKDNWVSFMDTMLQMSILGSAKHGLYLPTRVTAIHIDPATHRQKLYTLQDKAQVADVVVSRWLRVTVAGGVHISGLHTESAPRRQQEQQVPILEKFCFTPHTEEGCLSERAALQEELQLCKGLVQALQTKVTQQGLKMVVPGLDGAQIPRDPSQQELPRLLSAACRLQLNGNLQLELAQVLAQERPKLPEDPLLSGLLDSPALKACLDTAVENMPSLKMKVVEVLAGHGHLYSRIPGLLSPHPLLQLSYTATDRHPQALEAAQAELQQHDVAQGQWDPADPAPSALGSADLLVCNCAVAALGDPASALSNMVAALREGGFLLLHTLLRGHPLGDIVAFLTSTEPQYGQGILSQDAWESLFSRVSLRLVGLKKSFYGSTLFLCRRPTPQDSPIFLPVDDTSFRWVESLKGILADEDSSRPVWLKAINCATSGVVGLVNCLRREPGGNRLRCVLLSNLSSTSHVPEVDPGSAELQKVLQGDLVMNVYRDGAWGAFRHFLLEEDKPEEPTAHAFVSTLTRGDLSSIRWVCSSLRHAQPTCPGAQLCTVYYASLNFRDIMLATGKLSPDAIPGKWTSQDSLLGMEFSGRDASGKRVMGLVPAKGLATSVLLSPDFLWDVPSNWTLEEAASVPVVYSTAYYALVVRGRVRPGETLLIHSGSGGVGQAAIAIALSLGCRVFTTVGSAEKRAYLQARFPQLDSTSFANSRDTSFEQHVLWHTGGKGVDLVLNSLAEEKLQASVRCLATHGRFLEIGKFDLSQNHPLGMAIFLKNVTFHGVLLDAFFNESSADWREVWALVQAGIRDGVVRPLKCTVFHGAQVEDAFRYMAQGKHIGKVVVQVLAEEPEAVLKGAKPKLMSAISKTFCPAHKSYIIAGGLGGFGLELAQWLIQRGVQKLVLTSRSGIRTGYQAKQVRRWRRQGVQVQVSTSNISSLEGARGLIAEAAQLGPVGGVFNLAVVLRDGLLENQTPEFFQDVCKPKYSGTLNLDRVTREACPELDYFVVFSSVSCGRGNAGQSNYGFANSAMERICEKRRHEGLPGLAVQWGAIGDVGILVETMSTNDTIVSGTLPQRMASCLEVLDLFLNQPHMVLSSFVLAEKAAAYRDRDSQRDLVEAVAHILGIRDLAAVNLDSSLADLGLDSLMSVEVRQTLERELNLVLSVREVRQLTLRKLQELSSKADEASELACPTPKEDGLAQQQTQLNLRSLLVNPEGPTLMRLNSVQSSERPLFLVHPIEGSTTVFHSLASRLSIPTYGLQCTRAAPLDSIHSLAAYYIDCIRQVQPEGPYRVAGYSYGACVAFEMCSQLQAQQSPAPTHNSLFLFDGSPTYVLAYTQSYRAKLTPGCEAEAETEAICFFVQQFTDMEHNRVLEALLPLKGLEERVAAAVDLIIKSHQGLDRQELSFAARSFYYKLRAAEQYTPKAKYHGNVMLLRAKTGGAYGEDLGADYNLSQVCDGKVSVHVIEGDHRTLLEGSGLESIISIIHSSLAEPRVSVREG
Tb MetRS inh – Trypanosoma brucei MetRS inhibition; purified T. brucei MetRS, ATP depletion, Kinase-Glo luminescence; inhibition, % at 11.9 µM; 360,000 compounds, 0.4% hits; AID 624268;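 active means inhibition above a per-plate cutoff of the control wells' mean inhibition plus 3 SD, cut at about 5.5% in these data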;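 further: 0% = DMSO wells median and 100% = median of wells with control inhibitor compound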
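Dosing: 11.9 µM single point; system: parasite MetRS enzyme; technique: luminescence of leftover ATP; times: 15 min enzyme-compound preincubation, 2 h reaction, 10 min detection, 25 °C; replicates: each compound tested once; read-out basis: percent inhibition relative to median high and low control wells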
MLLE-PAM2 inh – inhibitors of microRNA-mediated deadenylation, human PABP1 MLLE binding; 360,000 compounds, 0.36% hits; inhibition, % at 20 µM; GST-MLLE / FITC-PAM2 fluorescence polarization; P11940; in the data active means inhibition above about 35%, passing the limit was not always enough;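 further: plate controls were DMSO wells with GST-MLLE for no effect and wells lacking GST-MLLE protein for full effect; some results filed as inactive read as strong as hits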
An asterisk follows results filed as active; i = inactive; / = no result given.

compound	bovine MsrA act	MsrA inh	Neddyl block	CSN deneddyl inh	E coli Lon inh	Rin1 Abl inh	FAS TE block	Tb MetRS inh	MLLE-PAM2 inh
COc1cc(NC(=O)CCN2CCN(C)CC2)cc(OC)c1	0	1.2	i	-3	0	1	-6	-0.4	5
O=C(Nc1nc(-c2ccccc2)c(-c2ccccc2)s1)c1ccc(S(=O)(=O)N2CCCCC2)cc1	-1	0.1	i	1	-1	-1	36	-0.6	-2
CNC(=O)/C(=C\C=C\c1ccccc1)NC(=O)c1ccc([N+](=O)[O-])cc1	-14	5.7*	i	-1	-37	-2	89*	1.5	2
CC(Sc1nnc2ccccn12)C(=O)Nc1ccc(N2CCOCC2)cc1 (stereo not drawn)	-7	-1.4	i	0	-2	2	-6	-0.2	-22
Cc1ccsc1CNCc1cc(Cl)ccc1O	-4	-0.3	i	-5	16	-1	1	-0.3	3
CCOc1ccc(N(CC(=O)Nc2nccs2)S(=O)(=O)c2c(C)noc2C)cc1	-3	-0.3	i	-2	-1	-1	7	-0.5	-3
Oc1sc(C=Nc2ccccc2)c2ccccc12	-2	1.2	i	28	-170	-10	-4	0.6	-15
CC(C)(C)C1CCC(=O)N(CCOc2ccccc2)CC1 (stereo not drawn)	-7	-0.5	i	4	3	5	-1	-0.3	4
CCCCCCCCN1[C@@H](CC(=O)OC)c2cc(C(F)(F)F)ccc2S1(=O)=O	-1	1.2	i	6	-4	-3	31	-0.2	7
O=C(N/N=C/c1ccc(F)c(F)c1)c1cc2c(s1)-c1ccccc1CC2	-3	-0.1	/	-8	-1	-4	-6	-0.9	-4
O=C(Nc1ccc(S(=O)(=O)N2CCOCC2)cc1)c1cc([N+](=O)[O-])ccc1Cl	-1	0.6	i	1	-8	-2	65*	-0.8	-4
O=C(NCc1cccnc1)C1CCN(C(=O)c2ccc(Cl)cc2Cl)CC1	-2	2.4	i	-2	-6	1	-1	-1.5	0
CCC(=O)c1ccc(N2CCN(C(=O)c3ccc(F)cc3)CC2)c(F)c1	-3	0.4	i	-5	1	0	2	1.6	6
O=C(Nc1ccccc1Br)c1ccc(N2CCCC2=O)cc1	-1	1.5	i	-3	-20	2	-5	-0.4	-2
CCOc1ccc(-n2nnc3c(=O)n(CC(=O)NCc4ccco4)cnc32)cc1	-6	-0.5	i	2	6	-1	-4	-0.1	7
CCc1ccc(N2CC(C(=O)Nc3ccccc3F)CC2=O)cc1 (stereo not drawn)	-2	-0.8	i	-3	-14	-4	-8	-0.9	-1
Cc1ccccc1NC(=O)c1cn(-c2ccccc2)nc1-c1ccccc1	-15	0.1	i	2	5	6	32	-1.0	-2
Cc1ccc2cc(CN(C(=O)C3CCCO3)C3CCCCC3)c(=O)[nH]c2c1 (stereo not drawn)	-6	0.3	i	2	-3	-1	-5	0.1	-13
CCNC(=O)CC1SC(=Nc2cccc(Cl)c2C)N(C)C1=O (stereo not drawn)	-12	0.4	i	-2	-3	-1	-7	-0.7	2
Cc1ccccc1NC(=O)COC(=O)CCc1nc2ccccc2c(=O)[nH]1	-3	-1.1	i	5	-1	-3	-5	0.2	-20
O=C(NC1CCCC1)c1ccc(CS(=O)(=O)c2ccc(Cl)cc2)o1	-1	-1.4	i	-1	-2	-1	-6	-0.2	13
COc1ccc(NC(=O)c2[nH]c(C)c(C(C)=O)c2C)cc1S(=O)(=O)Nc1ccc(Br)cc1	-1	-0.7	i	-1	-6	1	10	0.4	8
Cc1ccc(S(=O)(=O)n2nc(C)cc2C)cc1	-1	-1.3	i	-3	6	-3	-4	-0.1	8
CCOC(=O)C[N+]1(C)CCN(C(C)=O)CC1	-6	0.5	i	-1	-4	2	-6	-0.4	0
Cn1ncc(Cl)c1C(=O)N1CCN(c2cccc(Cl)c2)CC1	-3	1.2	i	-5	-10	-3	2	-0.3	9
COc1ccc(C(=O)NNC(=O)C2(C)CC2(Br)Br)cc1 (stereo not drawn)	-1	0.1	i	-4	4	0	-4	0.1	-18
CC(C)Nc1nc(Oc2ccc(Cl)cc2Cl)cc(C(F)(F)F)n1	-4	0.4	i	-2	0	5	18	-0.9	-10
CC(C)SCc1nc2ccccc2[nH]1	-6	-0.7	i	6	-9	1	-8	-0.1	10
Cc1ccc(NNC(=O)C2CCC2)cc1C	-2	-0.1	i	0	3	-1	-2	-0.5	-7
CN(C(=O)COC(=O)c1cncc(Br)c1)C1CCS(=O)(=O)C1 (stereo not drawn)	-2	-0.4	i	0	10	-1	-5	-0.2	-16

Next section; the last 3 above are carried over.
compound	bovine MsrA act	MsrA inh	Neddyl block	CSN deneddyl inh	E coli Lon inh	Rin1 Abl inh	FAS TE block	Tb MetRS inh	MLLE-PAM2 inh
CC(C)SCc1nc2ccccc2[nH]1	-6	-0.7	i	6	-9	1	-8	-0.1	10
Cc1ccc(NNC(=O)C2CCC2)cc1C	-2	-0.1	i	0	3	-1	-2	-0.5	-7
CN(C(=O)COC(=O)c1cncc(Br)c1)C1CCS(=O)(=O)C1 (stereo not drawn)	-2	-0.4	i	0	10	-1	-5	-0.2	-16
COc1ccc(CNC(=O)CN(c2ccccc2)S(=O)(=O)c2ccccc2[N+](=O)[O-])cc1	-1	0.0	i	-1	0	-1	14	-0.6	-1
COc1ccc(NC2CCCN(C(=O)c3ccccc3-c3ncc[nH]3)C2)cc1 (stereo not drawn)	-3	-1.2	i	6	8	-1	-8	-0.3	1
Cc1ccccc1NC(=O)CCCCC(=O)Nc1ccccc1C	-4	1.4	i	-1	3	1	-8	-0.1	7
Cc1nn(CC(=O)c2ccc3c(c2)OCCO3)c(=O)c(C#N)c1C	-2	0.9	i	-5	-3	4	13	-0.1	-7
Cc1[nH]n2c(=O)c3c(nc2c1-c1ccccc1)CCC3	-11	1.7	i	2	-17	1	-6	-1.5	-13
O=C(NCc1ccccc1)C1CCC(=O)N(CC2CCCCC2)C1 (stereo not drawn)	0	-0.5	i	3	-8	6	-4	0.2	7
Cc1[nH]c2ccccc2c1C(=O)CSc1ccc(F)cc1	-3	0.5	i	4	9	-2	-4	0.8	6
Cc1c(-c2ccc(F)cc2)[n+](=O)c2c(n1[O-])CCCCC2	-8	1.3	i	-5	-6	-3	-14	-1.1	14
N#CC1C(C#N)N2CCCN2C1c1ccc(Br)cc1 (stereo not drawn)	-8	1.3	i	0	1	-3	-6	0.2	-4
Cc1ccc(/C=N/N=C/c2ccc(C)s2)s1	-4	1.0	i	-13	-11	-5	16	-0.3	11
O=S(=O)(/C=C/c1ccccc1)N1CCN(Cc2ccccc2)CC1	-6	0.6	i	-1	-1	3	11	-0.3	-2
Cc1ccccc1N1CCN(C(=O)[C@@H]2CCCN2C2=NS(=O)(=O)c3ccccc32)CC1	-8	-0.3	i	-2	14	1	-2	-0.5	13
O=C(C=Cc1ccco1)c1cc(Cl)ccc1O	-4	0.7	i	12	-13	1	-4	0.1	10
COC(=O)c1cccc(NC(=O)CCCOc2ccccc2)c1	-10	-0.7	i	1	-2	3	-1	-1.2	0
CC1CCC(NC(=O)CN2CCN(S(=O)(=O)c3ccc(Br)s3)CC2)CC1 (stereo not drawn)	-8	1.1	i	-4	-1	1	11	-0.5	0
CCn1cc(C(=O)Nc2ccc(C)cc2[N+](=O)[O-])c(C)n1	-4	-1.8	i	-1	12	-1	0	-0.5	3
COc1cccc(-c2cc3nc4c(c(N5CCC6(CC5)OCCO6)n3n2)CCCC4)c1	-2	0.5	/	2	2	0	40	0.0	2
O=C(CC(C(=O)O)c1c[nH]c2ccccc12)c1ccccc1 (stereo not drawn)	-2	2.7	i	-4	-4	-1	-6	0.9	-3
CC1=C(C(=O)NC2CCCC(C)C2C)C2(CCCCC2)OC1=O (stereo not drawn)	-3	1.9	i	-2	-4	-3	0	-0.5	1
Cc1cccc(Nc2nc(N)c([N+](=O)[O-])c(N3CCC(C)CC3)n2)c1	-6	0.7	i	-2	25	3	42	-0.1	1
CC(C)(O)c1cc(=O)sc2nc3ccccc3n12	-2	0.1	i	-4	-3	6	-8	-0.2	-2
O=C1c2cccc3c(N4CCCCC4)ccc(c23)C(=O)N1c1cccc(O)c1	-3	-0.7	i	10	-134	-2	-78	0.2	-41
CN1CCN(C(=O)C2=C[C@H](c3ccc(C(F)(F)F)cc3)C[C@H](OCCCCO)O2)CC1	-3	-0.6	i	-6	14	3	-10	-0.2	-4
C[C@@H]1CN([C@H](C)CO)C(=O)c2cc(NC(=O)Cc3cn(C)c4ccccc34)ccc2O[C@H]1CN(C)C(=O)Nc1ccc2c(c1)OCO2	-4	0.6	i	1	2	4	0	-0.4	-11
Cc1c(Br)c(=O)[nH]c(=O)n1COCc1ccccc1	-5	0.8	i	-2	-8	0	-8	-0.6	-11
O=C(Nc1ccnn1C1CCN(C(=O)c2cc(Cl)ccc2F)CC1)C1CCOC1 (stereo not drawn)	-3	0.3	i	-2	5	-1	-2	-0.2	0
CCCn1c(=O)c2ccccc2n2c(SCC(=O)c3ccc(CC)cc3)nnc12	1	0.3	i	1	-2	-1	2	0.2	-100
CC(=O)c1ccc(N2CCN(C(=O)/C=C/c3ccc(S(=O)(=O)NCc4ccco4)cc3)CC2)cc1	-3	3.8	i	2	5	-1	6	0.3	8
COC(=O)c1ccccc1OC(=O)c1cc2ccccc2oc1=O	-4	2.6	i	-4	8	2	-6	-0.8	-5
COc1ccc2c(=O)c(C(=O)NCc3ccccc3)c[nH]c2c1	1	0.3	i	-1	2	0	-1	0.4	-1
O=C(NCCC1CCCCN1S(=O)(=O)c1ccccc1)C(=O)NCc1ccco1 (stereo not drawn)	-6	1.0	i	2	-7	8	0	0.0	-15
COc1ccc(NC(=S)N2CCN(C/C=C/c3ccccc3)CC2)c(OC)c1	-2	-1.0	i	1	6	-1	-4	1.3	-67
CCOc1ccc(C(C)=O)cc1COC(=O)C1=COCCO1	1	-0.9	i	2	9	-3	-2	-0.2	-11
COc1ccc(CN2C(=O)c3cccnc3C2=O)cc1S(=O)(=O)N1CC(C)CC(C)C1 (stereo not drawn)	-1	1.4	i	-6	1	1	5	-0.1	-10
COc1cc(NC(=O)c2ccccc2)c(OC)cc1NC(=O)Cc1ccc(F)cc1	-1	0.1	i	-1	0	-1	-2	0.7	-4
CCc1ccc(/C=C2\SC(=S)N(CCCC(=O)NC3=NCCS3)C2=O)cc1	-10	-0.5	i	-2	1	4	-5	-0.3	4
Cc1cccc(N2CC(C(=O)Nc3nnc(SCc4cccnc4)s3)CC2=O)c1 (stereo not drawn)	-4	0.3	i	4	-28	1	-1	-0.2	-54
COc1ccc(-c2cc(C(=O)NCCN3CCOCC3)c3ccccc3n2)c(OC)c1	-3	1.9	i	1	8	-2	-7	0.3	15
C=CCn1c(C)cc(C(=O)Cn2nc(C(=O)O)c3ccccc3c2=O)c1C	-1	-0.3	i	2	4	2	4	-0.6	5
COCCCN=CC1=C(O)CC(c2ccccc2)CC1=O (stereo not drawn)	-1	-0.3	i	-1	-7	-1	-3	-0.3	0
CCN(CC)C(=O)OCCc1cc2ccccc2c(=O)o1	-1	-0.8	i	0	-9	1	-9	0.1	-1

High-throughput results from PubChem.
